AmpC no deterg = qHTS Inhibitors of AmpC Beta-Lactamase (assay without detergent); P00811; AmpC nitrocefin hydrolysis, absorbance 480 nm, 0.0001% Triton; Potency, µM (titrated, usually from 57.1 µM), for the others: top-dose activity change, negative = inhibition, usual class: inhibitors; 330,000 tested, 0.52% active; AID 485341, 2010;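 further: potency means the concentration at half of the fitted maximal effect; plate controls were no compound for no effect and no enzyme for full effect; nearly all actives have a fitted effect of over 20% in size; some results filed as inactive show a strong effect at the top dose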
Target sequence (P00811 whole entry, looked up): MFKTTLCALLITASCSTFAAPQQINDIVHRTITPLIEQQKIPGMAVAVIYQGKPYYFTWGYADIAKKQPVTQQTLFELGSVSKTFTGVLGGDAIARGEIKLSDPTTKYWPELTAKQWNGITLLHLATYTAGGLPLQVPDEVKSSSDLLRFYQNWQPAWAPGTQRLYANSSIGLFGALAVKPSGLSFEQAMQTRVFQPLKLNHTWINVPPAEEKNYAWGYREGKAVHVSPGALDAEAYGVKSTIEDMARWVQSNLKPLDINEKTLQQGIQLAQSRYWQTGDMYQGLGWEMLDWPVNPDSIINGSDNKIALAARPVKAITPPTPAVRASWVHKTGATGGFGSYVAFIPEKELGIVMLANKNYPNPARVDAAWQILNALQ
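20 mM phosphate pH 7.0 + 0.01% (detergent screen) or 0.0001% Triton X-100; 5.3 nM AmpC reagent; cpd preinc 15 min RT; nitrocefin (800 uM stock) to start; A480 q20 s × 4 min; Activity was normalised to no-enzyme and no-compound control wells.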
TbPYK inhibitor = qHTS of Trypanosoma Brucei Inhibitors. AID 624173, 2012. Potency, µM (doses to about 76.8 µM), without a hit: top-dose activity, negative = inhibition, usual class: inhibitors. 410,000 tested, 0.12% active. pyruvate kinase (Trypanosoma brucei), Q57TT1. TbPYK enzyme, Kinase-Glo Plus ATP luminescence, 45 min; further: potency means the concentration at half of the fitted maximal effect; nearly all actives have a fitted effect of over 50% in size
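Assay buffer: 50 mM TEA pH 7.2, 100 mM KCl, 10 mM MgCl2, 0.05% BSA, 0.01% Tween-20. Pyruvate kinase from T. brucei plus substrate met compound, then ADP (130 uM final). Luminescence was read post 45 min RT.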
HCMV antiviral = qHTS Assay for inhibitors of the human cytomegalovirus (HCMV). HFF cells, HCMV-luciferase reporter, 72 h; hits give low values. activity change, negative = inhibition, % at 57.5 µM. 410,000 tested, 4.5% active; in the data active means activity change below about -60%; inconclusive means no clear call, values can overlap the other calls; inactive means above about -39%
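Two compound doses tested in HFFs infected with HCMV-luciferase, MOI 1 PFU/cell, 72 h at 37C. Lysate luminescence read with OneGlo; data normalized against buffer-only and 10uM Salinomycin inhibitor controls.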
LmPK inh = qHTS Assay for Inhibitors of Leishmania Mexicana Pyruvate Kinase (LmPK); 290,000 tested, 0.37% active; Q27686; Potency, µM (titrated, usually from 57.5 µM), without a hit: top-dose activity change, negative = inhibition, hits mostly inhibitors; purified LmPK, Kinase-Glo ATP luminescence, 1 h; further: potency means the concentration at half of the fitted maximal effect
Target sequence (Q27686 whole entry, looked up): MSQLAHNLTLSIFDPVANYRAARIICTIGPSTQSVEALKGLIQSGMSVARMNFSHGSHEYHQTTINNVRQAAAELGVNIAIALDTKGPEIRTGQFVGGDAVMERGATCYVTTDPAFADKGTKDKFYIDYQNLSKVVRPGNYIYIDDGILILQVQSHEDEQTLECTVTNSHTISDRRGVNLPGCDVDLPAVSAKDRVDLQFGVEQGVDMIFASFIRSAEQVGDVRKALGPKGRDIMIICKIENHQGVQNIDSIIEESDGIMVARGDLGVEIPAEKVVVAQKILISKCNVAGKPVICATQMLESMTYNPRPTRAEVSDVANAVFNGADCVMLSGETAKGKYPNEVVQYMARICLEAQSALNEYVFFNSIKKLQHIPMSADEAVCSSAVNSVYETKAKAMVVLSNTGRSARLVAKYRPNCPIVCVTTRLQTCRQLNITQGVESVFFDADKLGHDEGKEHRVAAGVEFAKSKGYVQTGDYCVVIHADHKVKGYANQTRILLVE
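Screened at intermediate enzyme activity to detect both inhibitors and activators: LmPK at 0.1 nM, with a 0.5 nM enzyme column as activation reference. PEP 0.5 mM, ADP 0.1 mM; ATP detected by luminescence after 1 h.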
AmpC detergent = qHTS Inhibitors of AmpC Beta-Lactamase (assay with detergent). 370,000 tested, 0.041% active. P00811. AmpC hydrolysis of nitrocefin, absorbance 480 nm, 0.01% Triton. AID 485294, 2010. Potency, µM (top dose mostly 114 µM), without a hit: at the top dose activity change, negative = inhibition, usual class: inhibitors;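 further: potency means the concentration at half of the fitted maximal effect; 0% = no-compound wells and -100% = no-enzyme wells; nearly all actives have a fitted effect of over 25% in size; some results filed as inactive show a strong effect at the top dose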
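AmpC (5.3 nM in the dispensed reagent) in 20 mM phosphate pH 7.0 with 0.01% (detergent screen) or 0.0001% Triton X-100 was preincubated with compounds for 15 min at room temperature. Nitrocefin was then added from an 800 uM solution, and hydrolysis was followed at 480 nm.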
Sm TGR inh = qHTS Assay for the Inhibitors of Schistosoma Mansoni Peroxiredoxins; Schistosoma mansoni thioredoxin glutathione reductase (TGR), Q962Y6; purified TGR, DTNB reduction, TNB absorbance 405 nm; Potency, µM (top dose mostly 114 µM), inactives show at the highest dose activity change, negative = inhibition, most hits filed as inhibitors; 360,000 tested, 3% active; AID 485364, 2010; further: potency means the concentration at half of the fitted maximal effect; nearly all actives have a fitted effect of over 60% in size
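First, TGR (20 nM dispensed) and NADPH were mixed with compound. Second, a 15 min room-temperature incubation followed. Third, further NADPH and then DTNB were added to start the reaction. Finally, TNB absorbance was monitored kinetically.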
AMA1 RON2 block = qHTS for Inhibitors of AMA1-RON; Towards Development of Antimalarial Drug Lead: Primary Screen; Potency, µM (titrated, usually from 58.2 µM), for the others: at the top dose activity change, negative = inhibition, hits mostly inhibitors; Plasmodium falciparum AMA1 (3D7) - RON2 peptide interaction; AlphaScreen AMA1-biotinylated RON2 peptide binding; 360,000 tested, 0.2% active;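 further: potency means the concentration at half of the fitted maximal effect; 0% = vehicle wells and -100% = peptide control; nearly all actives have a fitted effect of over 45% in size; some results filed as inactive show a strong effect at the top dose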
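AMA1 (3D7) with his tag at 25 nM final met compounds first, then biotinylated RON2 peptide at 25 nM; detection used donor plus acceptor beads, 10 µg/mL apiece, read by AlphaScreen after 30 min at room temperature.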
* hit, by the source's call; u = inconclusive; x = no result given; [ ] = dose if it differs, or a comment. Unless noted, the call rests on the fitted dose curve; in most records, active means well fitted curve in the direction sought with a large enough effect; inconclusive means small, poorly fitted or top-dose-only effect, or another doubt; inactive means no such curve, though single readings can be large; an effect the other way counts as inactive or inconclusive. Unless noted, on the % scale 0 is the no-effect control and ±100 the full control effect.

SMILES	AmpC no deterg	TbPYK inhibitor	HCMV antiviral	LmPK inh	AmpC detergent	Sm TGR inh	AMA1 RON2 block
CCOC(=O)c1sc(=NC(=O)c2ccc(OC)c(OC)c2)n(C)c1C	-8%	0%	-20	-1%	u	2%	-2%
NS(=O)(=O)c1ccc(CCNc2ccn3nc(-c4cccc(C(F)(F)F)c4)cc3n2)cc1	x	1%	-28	x	x	x	4%
OC1(c2cccc(C(F)(F)F)c2)CCN(c2ccc(-c3ccccc3)nn2)CC1	-19%	0%	17	-2%	4%	-2%	-2%
COCCSc1nnc(NS(=O)(=O)c2ccc(C)cc2)s1	-25%	1%	23	-4%	1%	-2%[57.1 µM]	4%
CN(C)c1ccc(-c2nnc3n(Cc4ccccc4)c(=O)c4ccccc4n23)cc1	x	-5%	-1	x	0%	2%	x
O=C(Nc1ccc(Cl)cc1Cl)c1cc(S(=O)(=O)N2CCCCCC2)ccc1F	x	-5%	-38	x	1%	4%	x
CCNC(=O)c1c(NC(=O)c2cc(-c3cc(C)ccc3O)n[nH]2)sc2c1CCCC2	-22%	-3%	-28	-1%	-11%	-11%	39%[activator]
Cc1cccnc1NC(=O)C1CCC1	-11%	-3%	x	6%	-11%	-11%	9%
Cc1ccc(C(C)NC(=O)COC(=O)C2=COCCO2)cc1C (stereo not drawn)	-20%	1%	77	x	1%	-18%	-1%
CSc1ncc(C(=O)Nc2cccnc2)c(C(F)(F)F)n1	-14%	5%	31	-2%	u	-21%	6%
COc1cccc(CN(CCC(C)C)S(=O)(=O)c2cc(Br)ccc2Br)c1	x	2%	-11	x	x	x	14%
Cc1cc(SCC(=O)N/N=C/c2ccc(C(=O)O)cc2)nc2ccccc12	-30%	3%	-23	0%	-8%	-7%	31%[activator]
CCC/C=C(\CCC)C(NS(=O)(=O)c1cccc2cccnc12)c1ccc(C(=O)OC)cc1 (stereo not drawn)	-8%	-1%	-22	3%	-19%	-14%	-1%
Cc1ccc(NC(=O)c2nc[nH]c2C(=O)N(C)CCO)cc1	x	-2%	-18	x	x	x	-5%
C#CCNC(=O)C[C@@H]1C[C@@]2(C(=O)OCC)CCC=C2N(Cc2ccco2)C1=O	x	-16%	47	x	x	x	-9%
Cc1nn(-c2ccccc2)c2c1C(c1ccncc1)C(C#N)=C(N)O2 (stereo not drawn)	-21%	-7%	68	-1%	u	-33%	-10%
CC(C)(C)c1ccc(OCC(=O)NCC(c2cccs2)N2CCOCC2)cc1 (stereo not drawn)	193%[activator]	-14%	-33	x	u	-6%	-2%
CN(C)S(=O)(=O)c1ccc(N2CCCC2)c(C(=O)NCC2CCCO2)c1 (stereo not drawn)	-14%	4%	-2	x	-11%	0%	0%
NS(=O)(=O)c1cc(C(=O)Nc2ccc3c(c2)CCC3)ccc1Cl	-40%	0%	-3	-7%	u	2%	-1%
COc1ccccc1NC(=O)N1CCN(c2nnc(C)c3c(C)n(-c4ccccc4)nc23)CC1	x	1%	u	x	14%	6%	x
O=Cc1cn[nH]c1-c1ccccc1	-20%	-4%	2	1%	6%	0%	-5%
CCN(CC)c1ccc(C2C(C(=O)Nc3ccccn3)=C(C)NC3=C2C(=O)CC(C)(C)C3)cc1 (stereo not drawn)	30%	-1%	-11	8%	u	0%	-24%
O=C(N/N=C/c1ccccc1O)c1cccc2ccccc12	-52%	-1%	-21	1%	-13%	-13%	108%[activator]
OCCNc1nc2ccccc2n1-c1ncnc2sc3c(c12)CCC3	-4%	-6%	u	-3%	-10%	5%	30%
CCOC(=O)c1c(O)c2c([nH]c1=O)CCCC2	-21%	-12%	u	-3%	1%	7%	-6%

Ordered by number of heavy atoms (highest first): 15 of the compounds above.
SMILES	AmpC no deterg	TbPYK inhibitor	HCMV antiviral	LmPK inh	AmpC detergent	Sm TGR inh	AMA1 RON2 block
COc1ccccc1NC(=O)N1CCN(c2nnc(C)c3c(C)n(-c4ccccc4)nc23)CC1	x	1%	u	x	14%	6%	x
CCC/C=C(\CCC)C(NS(=O)(=O)c1cccc2cccnc12)c1ccc(C(=O)OC)cc1 (stereo not drawn)	-8%	-1%	-22	3%	-19%	-14%	-1%
NS(=O)(=O)c1ccc(CCNc2ccn3nc(-c4cccc(C(F)(F)F)c4)cc3n2)cc1	x	1%	-28	x	x	x	4%
CN(C)c1ccc(-c2nnc3n(Cc4ccccc4)c(=O)c4ccccc4n23)cc1	x	-5%	-1	x	0%	2%	x
OC1(c2cccc(C(F)(F)F)c2)CCN(c2ccc(-c3ccccc3)nn2)CC1	-19%	0%	17	-2%	4%	-2%	-2%
C#CCNC(=O)C[C@@H]1C[C@@]2(C(=O)OCC)CCC=C2N(Cc2ccco2)C1=O	x	-16%	47	x	x	x	-9%
Cc1cc(SCC(=O)N/N=C/c2ccc(C(=O)O)cc2)nc2ccccc12	-30%	3%	-23	0%	-8%	-7%	31%[activator]
CN(C)S(=O)(=O)c1ccc(N2CCCC2)c(C(=O)NCC2CCCO2)c1 (stereo not drawn)	-14%	4%	-2	x	-11%	0%	0%
CCOC(=O)c1sc(=NC(=O)c2ccc(OC)c(OC)c2)n(C)c1C	-8%	0%	-20	-1%	u	2%	-2%
Cc1ccc(C(C)NC(=O)COC(=O)C2=COCCO2)cc1C (stereo not drawn)	-20%	1%	77	x	1%	-18%	-1%
Cc1ccc(NC(=O)c2nc[nH]c2C(=O)N(C)CCO)cc1	x	-2%	-18	x	x	x	-5%
COCCSc1nnc(NS(=O)(=O)c2ccc(C)cc2)s1	-25%	1%	23	-4%	1%	-2%[57.1 µM]	4%
CCOC(=O)c1c(O)c2c([nH]c1=O)CCCC2	-21%	-12%	u	-3%	1%	7%	-6%
Cc1cccnc1NC(=O)C1CCC1	-11%	-3%	x	6%	-11%	-11%	9%
O=Cc1cn[nH]c1-c1ccccc1	-20%	-4%	2	1%	6%	0%	-5%

(cont.)
SMILES	AmpC no deterg	TbPYK inhibitor	HCMV antiviral	LmPK inh	AmpC detergent	Sm TGR inh	AMA1 RON2 block
O=C(CN1CCSC1=O)Nc1ccc(N2CCOCC2)cc1	-4%	-1%	33	x	-9%	-3%	10%
COc1cc(C(=O)O)ccc1OCc1c(C)noc1C	-18%	10%	112	4%	6%	-2%	-2%
CC12CCC(=O)N1C(C(=O)N1CCN(c3ccccc3)CC1)CS2 (stereo not drawn)	-10%	-19%	18	x	-14%	4%	13%
COc1ccc(NC(=S)NCc2ccc(F)cc2)cc1	-28%	0%	-64*	0%	-4%	u	9%
Cc1ccc(-n2c(SCC(=O)Nc3nccs3)nc3c(c2=O)SCC3)cc1	-22%	-4%	38	-3%	-6%	-7%	12%
N#CC1=C(N)N2C(=C(C#N)C1c1cccc(Br)c1)Nc1ccccc12 (stereo not drawn)	-25%	0%	-97*	0%	-3%	-11%	10%
O=C(NCCCc1ccccc1)c1cc([N+](=O)[O-])ccc1Cl	-18%	-8%	63	1%	-9%	x	-5%
COc1ccc(-c2cc(C(=O)O)c3sc(N4CCCCC4)nc3n2)cc1OC	-23%	6%	30	-1%	-9%	-18%	-8%
CN(C)S(=O)(=O)c1ccc(C(=O)NCCc2ccco2)cc1	-1%	5%	45	0%	-4%	-25%	-19%
O=C(COc1ccccc1Cl)NCCNC(=O)c1ccco1	-15%	-3%	-23	-4%	u	-14%	8%
CCOC(=O)c1cc(CC)sc1NC(=O)COC	3%	-2%	12	-9%	-3%	-21%	-1%
COC(=O)NNC(=O)/C=C/c1ccccc1	-7%	1%	0	0%	-14%	4%	36%[activator]
COC(=O)c1ccc(OCC(O)CN2CCN(C(=O)c3ccco3)CC2)c(OC)c1 (stereo not drawn)	13%	4%	28	-5%	1%	1%	-4%
COc1ccc(/C=N/Nc2nc3ccccc3[nH]2)cc1OC	-38%	0%	77	-10%	-11%	0%	22%[11.6 µM]
C=CCNC(=O)/C(C#N)=C\c1cc(Cl)c(OCC)c(OC)c1	-5%	4%	-23	8%	-4%	-18%	-1%[11.6 µM]
C/C(=N\NC(=O)c1c(-c2ccccc2Cl)noc1C)c1cccc(NC(=O)C(C)C)c1	-16%	-1%	-34	1%	-9%	-5%	-2%
c1ccc2c(c1)CNCc1cnnn1-2	x	1%	-26	x	x	x	3%
CCCC(=O)Nc1c(-c2ccccc2Cl)c(=O)c2ccccc2n1C	-7%	13%	32	-3%	1%	13%	-3%
Cc1ccc(OC(=O)CCC(=O)Nc2ccc(C)c(C)c2)cc1	x	2%	u	x	x	x	24%
CCOc1cc(C(C(=O)NCC2CCCO2)N(C(=O)Cn2nnc3ccccc32)c2ccccc2C(C)=O)ccc1O (stereo not drawn)	30%	0%	-23	2%	-13%	-14%	1%
O=C(c1cc2c(=O)n3ccccc3nc2s1)N1CCN(Cc2ccccc2)CC1	68%[activator]	0%	-23	-2%	-3%	-2%	-1%
Cc1cc(N2CCOCC2)n2cc(-c3ccc(F)cc3)nc2n1	-11%	-18%	2	0%	9%	2%	28%
Cn1c(N)c(C(=O)COC(=O)C(Cc2ccccc2)NC(=O)c2ccccc2)c(=O)n(C)c1=O (stereo not drawn)	12%	-4%	-18	1%	-3%	-3%	-8%
CCc1ccc(CN2CCc3nc(N4CCN(CC)CC4)ncc3C2)cc1	x	2%	-14	x	-6%	-9%	x
COc1ccc(-c2nc3sc(CCNC(=O)c4ccccc4C)c(C)n3n2)cc1	x	0%	18	x	-4%	2%	x
O=S(=O)(c1ccccc1)n1nc(-c2ccc(Cl)cc2)nc1NCc1ccccc1	x	-3%	62	x	25%	24%	x
O=C1NC(=S)N(C(=O)c2ccc(F)cc2)/C1=C/c1cccnc1	-27%	-14%	-13	-3%	3%	-8%	7%
CCn1c(SCC(=O)Nc2ccc(N3CCOCC3)cc2)nnc1-c1ccncc1	-7%	10%	8	-6%	7%	23%	2%

Screens (PubChem)

Rows were taken by chance (roughly 7.4% active in at least one column).
